NadD inh: blocks S. aureus nicotinate mononucleotide adenylyltransferase. purified NadD enzyme, colorimetric absorbance read-out. inhibition, % at 20 µM. actives 0.78% (n = 360,000); in the data active means inhibition above about 26%; further: some compounds past the cut are filed as inactive
STEP inh: inhibitors of human striatal-enriched phosphatase STEP; P54829; recombinant STEP, OMFP fluorogenic substrate, fluorescence; inhibition, % at 20 µM; actives 0.25% (n = 360,000);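 active means inhibition at 20 µM, scaled per plate between control wells, above about 37%, limit read from the data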;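 further: 0% = DMSO with enzyme and substrate and 100% = substrate only without enzyme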
Target sequence (P54829 whole entry, looked up): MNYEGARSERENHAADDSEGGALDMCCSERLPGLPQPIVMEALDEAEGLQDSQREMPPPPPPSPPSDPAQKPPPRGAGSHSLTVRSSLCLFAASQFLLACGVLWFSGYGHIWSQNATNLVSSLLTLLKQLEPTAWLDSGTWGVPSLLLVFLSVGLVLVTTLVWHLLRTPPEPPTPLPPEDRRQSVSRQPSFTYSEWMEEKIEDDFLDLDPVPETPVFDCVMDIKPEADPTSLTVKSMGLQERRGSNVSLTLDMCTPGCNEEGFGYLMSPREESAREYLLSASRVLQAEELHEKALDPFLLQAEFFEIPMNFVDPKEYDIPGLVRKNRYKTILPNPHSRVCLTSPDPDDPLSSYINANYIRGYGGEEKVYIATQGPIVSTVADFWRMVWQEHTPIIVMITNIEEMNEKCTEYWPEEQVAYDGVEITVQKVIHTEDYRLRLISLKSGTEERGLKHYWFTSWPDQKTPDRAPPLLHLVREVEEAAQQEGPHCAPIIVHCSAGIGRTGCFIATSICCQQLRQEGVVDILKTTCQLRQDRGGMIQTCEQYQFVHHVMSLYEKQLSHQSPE
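Assay system: isolated STEP enzyme / Timing: 20 min at room temperature, dark / Doses: 20 µM, 1% DMSO / Technique: fluorescence intensity, excitation 480 nm, emission 540 nm / Reagent: fluorogenic phosphatase substrate OMFP at 25 µM final / Measure: percent inhibition scaled to no-enzyme and uninhibited-enzyme controls, plate-pattern corrected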
LMPTP inh: blocks human LMPTP phosphatase; P24666; recombinant LMPTP-A, OMFP fluorogenic substrate, fluorescence intensity; inhibition, % at 20 µM; actives 0.22% (n = 360,000); AID 651560;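 active means compounds that cut the enzyme signal by at least half of the control window in the single-dose screen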;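 further: plate controls were DMSO wells with enzyme plus substrate for no effect and substrate without enzyme for full effect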
Target sequence (P24666 whole entry, looked up): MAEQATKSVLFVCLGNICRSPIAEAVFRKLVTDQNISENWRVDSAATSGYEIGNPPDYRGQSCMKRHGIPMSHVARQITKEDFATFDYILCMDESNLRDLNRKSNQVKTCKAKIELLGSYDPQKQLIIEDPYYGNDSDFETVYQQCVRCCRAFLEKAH
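material = LMPTP-A | quantity = 0.625 nM enzyme | reagent = OMFP substrate, 400 µM final | buffer or medium = Bis-Tris pH 6.0, DTT, detergent | detection = endpoint fluorescence intensity from OMFP dephosphorylation | dosing = single 20 µM dose | read-out basis = % inhibition relative to no-enzyme and uninhibited control wells | control set = no-enzyme and uninhibited controls | timing = 50 min at room temperature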
PABP1 MLLE inh: inhibitors of microRNA-mediated deadenylation, human PABP1 MLLE binding; P11940; GST-MLLE / FITC-PAM2 fluorescence polarization; inhibition, % at 20 µM; actives 0.36% (n = 360,000); AID 588489; in the data active means inhibition above about 35%, passing the limit was not always enough;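 further: plate controls were DMSO wells with GST-MLLE for no effect and wells lacking GST-MLLE protein for full effect; some results filed as inactive read as strong as hits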
Scp-1 inhibitor: blocks human Scp-1 phosphatase activity. Q9GZU7. Recombinant Scp1, phosphopeptide, malachite green phosphate absorbance. inhibition, % at 20 µM. actives 0.88% (n = 340,000). AID 493091;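 active means inhibition above about 50% at 20 µM, limit read from the data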;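 further: plate controls were DMSO wells with enzyme for no effect and wells lacking enzyme for full effect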
Target sequence (Q9GZU7 76-261 limits assumed): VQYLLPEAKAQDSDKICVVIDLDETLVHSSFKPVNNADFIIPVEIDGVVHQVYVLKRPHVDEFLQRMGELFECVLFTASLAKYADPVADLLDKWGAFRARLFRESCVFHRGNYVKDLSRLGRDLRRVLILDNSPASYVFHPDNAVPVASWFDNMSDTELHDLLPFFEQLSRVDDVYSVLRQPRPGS
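System: truncated SCP-1 phosphatase (76-261aa); medium: Tris acetate buffer pH 5.5 with MgCl2 and Tween-20; incubation: 45 min room-temperature reaction, 5 min colour, 30 min stabiliser; compound: single 20 µM dose, 1% DMSO; reagent: Phosphorylated 17-residue peptide substrate; read-out: % inhibition at 20 µM; technique: colorimetric free-phosphate detection, absorbance 630 nm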
SUMO1 PPI mod: alters human SUMO1 binding to SIM partners; SUMO1 binding to a labelled peptide, TR-FRET, 1 h; inhibition, % at 20 µM; actives 0.33% (n = 360,000); in the data active means inhibition above about 37%
Target sequence (P63165 whole entry, looked up): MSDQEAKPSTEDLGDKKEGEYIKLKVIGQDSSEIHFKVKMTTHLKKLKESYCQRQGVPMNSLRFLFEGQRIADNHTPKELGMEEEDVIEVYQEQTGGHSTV
Rpn11 block: Rpn11 (human) deubiquitinase inhibition; calls only at 20 µM; O00487; actives 0.59% (n = 360,000); human 26S proteasome, Ub4-pepOG fluorescence polarization; 20S core pre-blocked with epoxomicin;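 active means inhibition at 20 µM, scaled to each plate's controls, above about 33%, limit read from the data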
DNMT1 block: inhibitors of human DNMT1; P26358; DNMT1 molecular beacon, Hinp1I cleavage, fluorescence; inhibition (reported as % activation of signal), % at 10 µM; actives 0.83% (n = 360,000); in the data active means inhibition above about 50%
CSN deneddyl inh: CSN deneddylation inhibition; Q92905; Purified CSN, SCF-Nedd8-OG deneddylation, fluorescence polarization; inhibition, % at 12.5 µM; actives 0.38% (n = 360,000);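 active means pattern-corrected inhibition above about 35%, with an unprinted fluorescence ratio check between 0.5 and 1.5, limit read from the data, passing the limit was not always enough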;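 further: 0% = enzyme with substrate and 100% = substrate without enzyme; some results filed as inactive read as strong as hits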
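Material: purified human Csn5 enzyme expressed in HEK293T cells / Medium: Tris buffer pH 7.5, NaCl, DTT, Tween-20, trehalose, ovalbumin / Compound dosing: 12.5 µM single point / Schedule: 90 min incubation of compound, enzyme and substrate at room temperature / Signal: fluorescence polarization of the substrate / Control set: no-enzyme wells high, enzyme-with-substrate wells low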
TbMetRS inhib: Trypanosoma brucei MetRS inhibition. purified T. brucei MetRS, ATP depletion, Kinase-Glo luminescence. inhibition, % at 11.9 µM. actives 0.4% (n = 360,000). AID 624268;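 active means inhibition above a per-plate cutoff of the control wells' mean inhibition plus 3 SD, cut at about 5.5% in these data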;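 further: 0% = DMSO wells median and 100% = median of wells with control inhibitor compound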
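Test system – parasite MetRS enzyme · Reagent – substrates ATP, L-methionine and bulk Escherichia coli tRNA · Doses – 11.9 µM compound single dose, 0.9% DMSO · Times – 15 min enzyme-compound preincubation, 2 h reaction, 10 min detection, 25 °C · Signal – Kinase-Glo luminescence, ATP depletion format · Controls – DMSO-only wells as low control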
Starred values were filed as active, the others as inactive; i = inactive; nt = not tested or not shown; + = active, no number.

SMILES	NadD inh	STEP inh	LMPTP inh	PABP1 MLLE inh	Scp-1 inhibitor	SUMO1 PPI mod	Rpn11 block	DNMT1 block	CSN deneddyl inh	TbMetRS inhib
COC(=O)c1c(-c2ccccc2OC)sc2cc3c(cc12)OCO3	-4	0	-0.3	-9	4	-2	i	-4	3	-0.6
CCOc1ccc(NC(=S)NC(=O)c2cnn(CC)c2)c([N+](=O)[O-])c1	-6	4	2.3	24	-13	-21	i	-5	-1	-0.2
CCN(CCNC(=O)CN(C)S(=O)(=O)c1cccc2nsnc12)c1ccccc1	0	-2	0.7	1	-6	-23	i	11	-4	-0.1
O=C(Nc1cccc([N+](=O)[O-])c1)C(=O)N1CCCCC1	-1	-3	-0.6	0	0	-17	i	-1	3	-0.4
COc1ccc(C(=O)NNC(=S)NC(=O)c2ccc(Br)o2)cc1OC	4	5	-0.8	10	-6	2	i	-1	1	-0.3
O=C(NCc1ccco1)c1cccc(Br)c1	-1	1	-0.8	2	-6	5	i	0	-6	0.4
Cc1ccc(NC(=O)Nc2cccc([N+](=O)[O-])c2)nc1	6	-3	-0.6	3	-6	-2	i	4	-5	-0.3
O=C(NCc1cccc(C(F)(F)F)c1)c1csc([C@@H]2O[C@H](CO)[C@H](O)[C@H](O)[C@H]2O)n1	1	-4	-1.0	-4	nt	0	i	2	-6	-0.3
COc1ccc(CNC(=O)CCc2nc3cc(S(=O)(=O)N(C)C)ccc3n2C)cc1OC	1	-2	-0.3	-1	-3	0	i	-4	2	1.5
O=[N+]([O-])c1ccccc1S(=O)(=O)N(CC1CO1)c1ccccc1 (stereo not drawn)	-6	1	-1.4	4	-3	-8	i	0	2	0.2
CCOCc1cc(CN2CCCC(CNC(=O)c3ccco3)C2)ccc1OC (stereo not drawn)	-5	-1	-0.3	-4	-6	-2	i	-1	-4	-0.2
O=C(NNC1=NCCC1)c1ccc(Br)cc1	-3	-1	-2.7	-6	3	1	i	2	1	-0.8
C#CCN(C[C@@H]1[C@@H](OC(=O)Nc2cccs2)[C@@H](OC(=O)Nc2cccs2)Cn2c(=O)ccc(=O)n21)S(=O)(=O)c1ccc(C)cc1	20	1	2.4	-7	nt	2	i	-37	8	0.7
O=C1CC/C=C\C[C@@H](CC(=O)N(CCO)Cc2ccccc2)C(=O)N[C@H](Cc2c[nH]c3ccccc23)CO1	-2	5	5.6	1	-5	3	i	-1	-2	-0.2
C#CCOCCOCCOCCNc1nc(N2CCN(C(=O)CCCCCCCCCCNC(=O)Cn3cc(CCCCCN)nn3)CC2)nc(N2CCN(C(=O)CCCCCCCCCCNC(=O)[C@H]([C@@H](C)CC)n3cc(CCCCN=C(N)N)nn3)CC2)n1	43*	8	5.0	0	40	39*	+	-32	100*	-0.6
C/C(CC(C)C)=N\NC(=O)Nc1ccccc1	-3	-3	-1.5	-29	-4	1	i	-4	0	0.4
O=C(NCc1cn(-c2ccccc2)nc1-c1ccc(F)cc1)c1cccc([N+](=O)[O-])c1	-1	-2	3.3	-1	-5	-7	i	-6	5	0.6
Cc1c(NC(=O)c2ccc(Br)o2)c(=O)n(-c2ccccc2)n1C	-8	-1	-1.1	1	-5	-4	i	1	-2	-0.4
CCc1ccc(NC(=O)Cn2cc([N+](=O)[O-])nc2C)cc1	-3	-3	-0.8	1	4	-7	i	7	-1	-0.2
COc1ccc(C(C(=O)NC2CCCCC2)N(C(=O)CCl)c2ccc(C)cc2)cc1 (stereo not drawn)	-1	2	-2.3	-7	-5	-1	i	35	4	-0.3
O=C(CSCc1ccccc1)Nc1ccc(S(=O)(=O)N2CCOCC2)cc1	-3	-2	-1.8	2	-2	0	i	2	-3	0.0
Cc1ccc(S(=O)(=O)NNC(=O)c2cnn(-c3ccccc3)c2C(F)(F)F)cc1	-4	-3	-0.6	-7	-7	0	i	1	-3	-0.5
C=CCOc1cccc(C2C(C(=O)c3ccco3)=C(O)C(=O)N2CCN(CC)CC)c1 (stereo not drawn)	4	-1	-2.0	-3	-5	-4	i	-2	4	-0.1
CCN(CC)S(=O)(=O)c1cccc(C(=O)N[C@H](C(=O)Nc2nc3ccccc3s2)C(C)C)c1	1	-9	-1.6	-13	-12	2	i	23	0	0.2
COc1cc(-c2nc(-c3ccc4c(c3)-c3ccccc3S4(=O)=O)c(-c3ccccc3)[nH]2)cc(OC)c1O	35*	0	3.3	-22	6	0	i	-17	2	0.1
More results.
SMILES	NadD inh	STEP inh	LMPTP inh	PABP1 MLLE inh	Scp-1 inhibitor	SUMO1 PPI mod	Rpn11 block	DNMT1 block	CSN deneddyl inh	TbMetRS inhib
CCC1(C)Cc2c(sc3nnn(CC(=O)Nc4cccc5ccccc45)c(=O)c23)CO1 (stereo not drawn)	7	-5	2.0	2	1	-8	i	0	1	-1.1
O=C1NC2(NN1c1ccccc1)C1CC3CC(C1)CC2C3 (stereo not drawn)	0	7	-3.5	6	3	18	i	1	1	0.0
COc1ccc(NC(=S)Nc2cc(C(F)(F)F)ccc2F)cc1	-3	5	-0.3	13	-9	-1	i	6	3	-0.5
O=C(Cn1cc2c(n1)CCCC2)NCC1CCCO1 (stereo not drawn)	3	1	0.3	4	-4	-1	i	1	-4	-0.2
O=C(Cn1nnc(-c2ccccc2)n1)NNC(=O)c1ccccc1	0	0	-1.0	-3	0	1	i	3	2	-0.8
CC1Cc2ccccc2N1C(=O)CN(C)CC(=O)Nc1ccc(F)cc1 (stereo not drawn)	5	1	-0.1	-16	-8	1	i	3	0	0.0
CC1=C(C(=O)NC(C)CCc2ccccc2)C2(CCC(C)CC2)OC1=O (stereo not drawn)	-5	0	0.1	6	-10	1	i	8	3	-0.2
CCOc1ccc(S(=O)(=O)N2CCN(C(=O)c3cc(S(=O)(=O)N4CCOCC4)ccc3C)CC2)cc1	-1	2	1.4	-11	7	3	i	1	-10	-0.4
CC(C)(C)c1ccc(-c2nnc(NC(=O)c3ccccc3)s2)cc1	-1	1	-1.0	-15	-6	19	i	-1	3	0.2
CN(CC(=O)Nc1ncn[nH]1)S(=O)(=O)c1ccc(Cl)cc1	1	0	-1.2	-15	-2	-2	i	0	-4	0.1
Cc1ccccc1C1CC(c2ccccc2OC(F)F)Nc2ncnn21 (stereo not drawn)	-1	-1	-1.6	5	4	-2	i	-1	-5	-0.7
O=C(CCS(=O)(=O)c1cccc2nsnc12)NCc1ccccc1	-5	2	0.3	7	2	-35	i	-1	0	-0.7
CC(C)N1CC(C(=O)Nc2ccc(Br)c(Cl)c2)CC1=O (stereo not drawn)	0	-8	0.0	-1	-5	0	i	2	-5	3.3
O=C(Cc1ccccc1)Nc1ccc(SC(F)F)cc1	-2	-1	-0.2	12	-12	-1	i	-3	-3	-0.1
CNC[C@@H]1Oc2c(NC(=O)Nc3ccc(F)cc3)cccc2C(=O)N([C@H](C)CO)C[C@@H]1C	-6	-1	-0.9	-43	-10	1	i	3	3	0.0
CC(CCc1ccccc1)NS(=O)(=O)c1ccccc1 (stereo not drawn)	-1	-3	0.1	6	-6	2	i	3	1	0.2
Clc1ccc(NCc2cccnc2)cc1	-4	-3	-2.3	-17	-9	0	i	-1	-1	-0.5
CCOC(=O)N(C)C[C@H]1OCc2cnnn2CCCC(=O)N([C@H](C)CO)C[C@H]1C	2	-2	-1.2	-3	nt	6	i	1	-8	-0.2
CC(C)Cn1c(-c2ccccc2)nc(=S)c2c1CCCC2	-1	-1	-0.2	36	3	-3	i	3	0	-0.1
CC(O)(c1ccc(F)c(F)c1)c1nc(-c2csc3ccccc23)cs1 (stereo not drawn)	-10	-1	2.5	1	nt	6	i	10	0	-0.3
COc1cc(OC)cc(C(=O)NCC(=O)NCc2ccccn2)c1	-1	3	-0.4	-6	-7	2	i	-3	1	-0.4
O=C(/C=C/c1ccc(Br)o1)NCCCN1CCOCC1	-2	-3	-5.1	23	-4	-7	i	-3	-2	-0.1
O=C(Nc1ccccc1C(=O)N1CCCC1)c1cccc(S(=O)(=O)N2CCCCCC2)c1	-3	-5	-1.2	-2	-18	-6	i	1	0	0.0
COC(=O)CC/C(=N/Nc1ccc(Cl)c(Cl)c1)C(=O)OC	-11	-2	2.8	-4	-6	-3	i	-5	3	-0.8
CCn1c(C)nc2cc(C(=O)NN=Cc3ccc([N+](=O)[O-])cc3)ccc21	-2	-1	-0.9	0	-2	3	i	0	0	-0.2

Of the compounds above, these contain a nitro group on carbon:
SMILES	NadD inh	STEP inh	LMPTP inh	PABP1 MLLE inh	Scp-1 inhibitor	SUMO1 PPI mod	Rpn11 block	DNMT1 block	CSN deneddyl inh	TbMetRS inhib
CCOc1ccc(NC(=S)NC(=O)c2cnn(CC)c2)c([N+](=O)[O-])c1	-6	4	2.3	24	-13	-21	i	-5	-1	-0.2
O=C(Nc1cccc([N+](=O)[O-])c1)C(=O)N1CCCCC1	-1	-3	-0.6	0	0	-17	i	-1	3	-0.4
Cc1ccc(NC(=O)Nc2cccc([N+](=O)[O-])c2)nc1	6	-3	-0.6	3	-6	-2	i	4	-5	-0.3
O=[N+]([O-])c1ccccc1S(=O)(=O)N(CC1CO1)c1ccccc1 (stereo not drawn)	-6	1	-1.4	4	-3	-8	i	0	2	0.2
O=C(NCc1cn(-c2ccccc2)nc1-c1ccc(F)cc1)c1cccc([N+](=O)[O-])c1	-1	-2	3.3	-1	-5	-7	i	-6	5	0.6
CCc1ccc(NC(=O)Cn2cc([N+](=O)[O-])nc2C)cc1	-3	-3	-0.8	1	4	-7	i	7	-1	-0.2
CCn1c(C)nc2cc(C(=O)NN=Cc3ccc([N+](=O)[O-])cc3)ccc21	-2	-1	-0.9	0	-2	3	i	0	0	-0.2
